Bioassay records as filed in PubChem BioAssay.
TNAP act hiacc = TNAP (human) activation, high acceptor; P05186; purified TNAP, CDP-star luminescence, 1 M DEA, 30 min; hits give high values; 0 = EDTA background, 1 = DMSO-only activity; activation factor at 20 µM; 200,000 tested, under 10 active; AID 1136;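 active means activation factor at least 2 at 20 µM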
Target sequence (P05186 whole entry, looked up): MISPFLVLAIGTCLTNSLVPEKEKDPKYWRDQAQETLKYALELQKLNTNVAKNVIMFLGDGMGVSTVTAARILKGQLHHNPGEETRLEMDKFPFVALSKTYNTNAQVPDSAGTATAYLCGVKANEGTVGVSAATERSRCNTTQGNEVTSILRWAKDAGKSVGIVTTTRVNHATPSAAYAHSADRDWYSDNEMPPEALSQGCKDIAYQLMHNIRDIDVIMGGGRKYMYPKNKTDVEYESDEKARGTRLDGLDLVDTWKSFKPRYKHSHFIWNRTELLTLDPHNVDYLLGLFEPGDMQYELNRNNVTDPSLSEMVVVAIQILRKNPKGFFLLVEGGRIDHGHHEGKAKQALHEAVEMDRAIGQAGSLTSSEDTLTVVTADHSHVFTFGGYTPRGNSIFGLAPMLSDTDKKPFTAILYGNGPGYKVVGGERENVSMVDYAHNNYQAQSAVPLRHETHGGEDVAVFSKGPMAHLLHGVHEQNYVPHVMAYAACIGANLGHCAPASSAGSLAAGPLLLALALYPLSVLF
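Measured by: Luminescent substrate turnover signal | Test system: Human TNAP | Input: TNAP 1/800 final | Dosing: 20 µM single point | Schedule: 30 min, room temperature | Controls: EDTA wells as negative control, DMSO wells as positive control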
FLuc stim CS = affects firefly luciferase, flagging false hits in luciferase stimulation screens; P08659; ATPlite luciferase biochemical, luminescence, 10 min; 0 = ATP-free wells, 1 = DMSO control; 200,000 tested, under 10 active; activation factor at 10 µM;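 active means luciferase activation factor, scaled between plate controls, of at least 2 with compound at 10 µM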
Target sequence (P08659 whole entry, looked up): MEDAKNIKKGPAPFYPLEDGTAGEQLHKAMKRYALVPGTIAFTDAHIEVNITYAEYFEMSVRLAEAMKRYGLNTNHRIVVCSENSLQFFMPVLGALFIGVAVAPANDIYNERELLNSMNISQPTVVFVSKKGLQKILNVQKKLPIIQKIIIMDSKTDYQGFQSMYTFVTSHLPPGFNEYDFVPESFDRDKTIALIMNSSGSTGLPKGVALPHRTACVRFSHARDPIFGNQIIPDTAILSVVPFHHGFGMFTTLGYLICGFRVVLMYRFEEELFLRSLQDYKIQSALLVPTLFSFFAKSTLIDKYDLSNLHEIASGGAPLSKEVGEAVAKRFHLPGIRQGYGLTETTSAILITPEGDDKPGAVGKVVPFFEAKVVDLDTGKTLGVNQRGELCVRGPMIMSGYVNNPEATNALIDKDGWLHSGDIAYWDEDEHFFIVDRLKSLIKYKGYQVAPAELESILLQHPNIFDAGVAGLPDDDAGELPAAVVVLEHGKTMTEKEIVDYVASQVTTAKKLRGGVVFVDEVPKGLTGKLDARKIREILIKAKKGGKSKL
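test system = cell-free luciferase reagent | medium = PBS as buffer for the ATP substrate | dosing = test compounds dosed from 2 mM stocks in 100% DMSO | incubation = 10 min at ambient temperature | detection = luminescence measurement of luciferase light output | benchmarks = low control with PBS replacing ATP, high control enzyme plus ATP without compound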
TNAP inh hi DEA = inhibitors of human TNAP at high phosphate acceptor concentration; P05186; 200,000 compounds, 0.03% hits; inhibition, % at 20 µM; purified TNAP, CDP-star luminescence, 1 M DEA;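 active means over 50% inhibition of tissue-nonspecific alkaline phosphatase at 20 µM in the single-dose screen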;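 further: plate controls were DMSO wells for no effect and EDTA-quenched wells as full inhibition for full effect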
TNAP inh noacc = inhibitors of human TNAP without phosphate acceptor; inhibition, % at 20 µM; 200,000 compounds, 0.26% hits; P05186; purified TNAP, CDP-star luminescence, 30 min;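 active means tissue-nonspecific alkaline phosphatase inhibition above about 50% at 20 µM in the single-dose screen, limit read from the data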;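 further: 0% = DMSO negative control and 100% = EDTA positive control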
bIAP inhibitor = blocks bovine intestinal alkaline phosphatase activity; purified bovine IAP, CDP-star luminescence, 30 min; inhibition, % at 20 µM; 190,000 tested, under 10 active; AID 1019;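 active means over 50% inhibition of intestinal alkaline phosphatase at 20 µM in the single-dose screen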
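test system = bovine IAP enzyme | medium = DEA buffer 100 mM, pH 9.8, with MgCl2 1.0 mM, ZnCl2 0.02 mM | detection = luminescence | dosing = single compound dose of 20 µM, 2% DMSO final | incubation = 30 min reaction at room temperature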
bIAP act = intestinal alkaline phosphatase (bovine) activation. 200,000 compounds, 0.17% hits. purified bovine IAP, CDP-star luminescence, 30 min; hits give high values; fold of DMSO-control signal, blank-subtracted. activation factor at 20 µM;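 active means activation factor of 2 or more at 20 µM, a signal rise over negative controls twice the positive control's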
RAM network inh = yeast RAM network inhibition. S. cerevisiae dse1pr::URA3 reporter, 5-FOA growth OD615, 2 d; analog-sensitive cbk1-as2 kinase mutant strain. inhibition, % at 50 µM. 190,000 compounds, 1.8% hits;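 active means inhibition above a set limit, 3 SD over mean compound inhibition, cut at about 8.4% in these data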;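 further: 0% = DMSO-only wells with no growth and 100% = 10 µM 1-NA-PP1 full growth; inhibition rescues growth on 5-FOA so higher OD means more RAM inhibition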
Lmaj promast = Leishmania major promastigote growth inhibition; Leishmania major promastigotes, resazurin fluorescence viability; inhibition, % at 10 µM; 200,000 compounds, 9% hits; AID 1063; in the data active means inhibition above about 50%;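 further: promastigotes grown with compound for 44 hours at 28 °C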
FLuc inh counter = Photinus pyralis luciferase inhibition counter-screen; ATPLite firefly luciferase biochemical luminescence, 10 min; inhibition, % at 10 µM; 200,000 compounds, 1.5% hits;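 active means inhibition above about 50% when tested at 10 µM, limit read from the data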
APP transl inh = APP translation inhibition; 190,000 compounds, 0.82% hits; SH-SY5Y APP 5'UTR-luciferase reporter, luminescence; inhibition, % at 2 µM; AID 1285;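 active means inhibition above a set limit, derived from the sample mean plus 3 SD, cut at about 45% in these data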; further: values of inactives mirror those of a sister screen read the other way
* = called active by the depositor; / = not tested or not shown.

mol	TNAP act hiacc	FLuc stim CS	TNAP inh hi DEA	TNAP inh noacc	bIAP inhibitor	bIAP act	RAM network inh	Lmaj promast	FLuc inh counter	APP transl inh
CC(=O)c1cc2c(cc1NC(=O)CCn1cccc1)OCO2	1	1	3	2	4	1	3.2	-4	0	12
COc1ccc(OC)c(/C=c2\sc3nc(-c4cccs4)nn3c2=O)c1	1	1.1	-3	-11	7	0.9	4.3	0	-8	-15
COc1ccc(Nc2nc(N)nc(CSc3nccc(C)n3)n2)cc1	1	1	-1	-4	12	0.9	-0.5	9	-3	-25
CN1C(=O)/C(=C/C=C2/CCCN2C)N(C)C1=S	0.7	1	30	35	43	0.6	1.4	-1	-1	-20
CN1C(C(=O)c2ccccc2)=C(N)c2ccccc2S1(=O)=O	1.1	1.1	-5	-10	19	0.8	0.0	1	-9	9
Cc1ccc2nc3c(c(C(=O)OCC(=O)N(C)C4CCS(=O)(=O)C4)c2c1)CCCC3 (stereo not given)	1.1	1.1	-8	-12	6	0.9	1.3	15	-6	12
COc1ccc(N2C(=O)CSC23C(=O)N2c4c(cccc43)C(C)=CC2(C)C)cc1 (stereo not given)	0.9	1	7	-6	0	1	0.2	100*	4	17
O=[N+]([O-])c1cc(S(=O)(=O)Nc2ccccc2)ccc1N1CCN(c2ccccc2)CC1	0.9	1.1	8	0	-19	1.2	6.3	88*	-7	-8
O=C1C(Cc2cccc([N+](=O)[O-])c2)S/C(=N/N=C/c2ccco2)N1c1ccccc1 (stereo not given)	1	1	2	7	26	0.7	3.9	-2	-4	-6
NC(=O)N/N=C/c1c(F)cccc1F	1	1.1	-3	-16	4	1	1.6	-9	-5	-16
Cc1cc(C)c(S(=O)(=O)Nc2ccnc(-c3cccnc3)n2)c(C)c1	0.9	1	9	4	1	1	3.1	-10	4	-6
CCOC(=O)N1CCN(c2nc(C)c3c(n2)CCCC3=O)CC1	1	1	-4	-13	1	1	1.6	-6	1	-17
CCCC1(c2ccccc2)NC(=O)N(CCN2C(=O)c3ccccc3C2=O)C1=O (stereo not given)	1.1	1	-8	-5	2	1	4.5	-4	-4	-1
C#CCOCCOCCOCCNc1nc(N2CCN(C(=O)[C@H](Cc3cc4ccccc4[nH]3)n3cc(C(N)CC(C)C)nn3)CC2)nc(N2CCN(C(=O)[C@H](CCC(=O)O)n3cc(C(N)[C@H](C)CC)nn3)CC2)n1 (stereo not given in full)	1	1	-4	-13	-11	1.1	0.8	1	-1	-21
COc1ccc(C2=NN(C(=O)CSC3=NN4CCCC(=O)N=C4S3)C(c3cccc(OC)c3OC)C2)cc1 (stereo not given)	1	1.1	-4	-10	-4	1	3.3	6	-8	5
CCOc1cccc(CNc2ccc(O)cc2)c1OCc1ccc(Cl)cc1Cl	1	1	2	1	/	0.4	7.7	100*	-1	13
CCOCCc1nnc(NC(=O)c2cccs2)s1	1	1	-1	-6	3	1	1.0	-2	-1	-16
CCN(CC)C(CNS(=O)(=O)c1ccc(Cl)cc1)c1ccccc1 (stereo not given)	1.1	1	-8	-13	-11	1.1	2.0	30	2	-8
C=CCOC(=O)C1=C(C)NC(C)=C(C(=O)OCC=C)C1/C=C/c1ccccc1	1	1.1	-4	-14	14	0.9	15*	100*	-6	-3
O=C(COC(=O)C(c1ccccc1)c1ccccc1)NCc1ccco1	1	1	-2	-7	4	1	0.1	-5	-4	5
COc1ccc(CNc2ccc3cn[nH]c3c2)c(OC)c1OC	1.1	1	-5	-10	-14	1.1	1.8	1	1	16
C/C(=N\NC(=O)CN1CCN(Cc2ccc(C)cc2)CC1)c1ccncc1	1	1.1	-4	-11	10	0.9	0.4	-5	-9	12
CC(C)NC(=O)CC(=O)N/N=C/c1ccccc1F	1.1	1.1	-5	-12	1	1	-0.6	-1	-6	1
N#C/C(=N\Nc1ccc(S(=O)(=O)N2CCc3ccccc32)cc1)C(N)=S	0.7	1	30	31	6	0.9	0.2	1	-1	3
COc1ccc(CNC(=O)Cn2nc(-c3ccc4c(c3)OCCO4)ccc2=O)cc1	1.1	1	-6	-22	6	0.9	6.6	2	0	5

For convenience, part of the list above:
mol	TNAP act hiacc	FLuc stim CS	TNAP inh hi DEA	TNAP inh noacc	bIAP inhibitor	bIAP act	RAM network inh	Lmaj promast	FLuc inh counter	APP transl inh
N#C/C(=N\Nc1ccc(S(=O)(=O)N2CCc3ccccc32)cc1)C(N)=S	0.7	1	30	31	6	0.9	0.2	1	-1	3
COc1ccc(CNC(=O)Cn2nc(-c3ccc4c(c3)OCCO4)ccc2=O)cc1	1.1	1	-6	-22	6	0.9	6.6	2	0	5

Going on with the list:
mol	TNAP act hiacc	FLuc stim CS	TNAP inh hi DEA	TNAP inh noacc	bIAP inhibitor	bIAP act	RAM network inh	Lmaj promast	FLuc inh counter	APP transl inh
O=C(O)c1ccc(/C=N/Nc2cccc(C(F)(F)F)c2)cc1	1	1.1	-3	-21	10	0.9	2.3	4	-6	-24
O=C1CCC(=O)N1c1ccc(NC2CCN(Cc3ccccc3)CC2)c([N+](=O)[O-])c1	0.8	1	18	4	1	1	1.6	-3	0	21
CC(OC(=O)c1ccco1)C(=O)NC1CCCCC1 (stereo not given)	1.1	1.1	-10	-12	5	1	1.3	-4	-6	-4
Cc1cc(C)cc(NC(=O)CSc2nc(N)c(NC(=O)c3cccs3)c(=O)[nH]2)c1	1	1	-4	-9	15	0.8	7.1	-10	-4	-9
Cc1nc2ccc(NC(=O)C(F)(F)F)cc2o1	1.1	1	-5	-13	17	0.8	-0.4	-3	-2	/
COCCn1c(COc2ccccc2)nnc1SCC(N)=O	1.1	1.1	-7	-14	17	0.8	/	-8	-8	-3
O=C(c1cccc2ccccc12)N1CCN(CC2CC=CCC2)CC1 (stereo not given)	1.1	1.1	-6	-12	-8	1.1	0.8	30	-7	-10
COc1cc(C)ccc1S(=O)(=O)N1CCN(C23CC4CC(CC(C4)C2)C3)CC1	1.1	1	-5	-4	-8	1.1	-0.1	22	-4	13
CCOC(=O)Nc1ccc(NS(=O)(=O)c2ccc(C)cc2)cc1	1	1.1	-3	-2	8	0.9	2.2	4	-6	-2
Cc1c(C(=O)OCC(=O)NCC2CCCO2)cccc1[N+](=O)[O-] (stereo not given)	1.1	1	-6	-11	-1	1	0.2	-7	-5	-3
COc1ccc(O)c(C(=O)c2cnn(C(=O)c3cc(C)oc3C)c2)c1	1	1.1	-3	8	42	0.6	3.2	-3	-12	-2
COc1ccccc1OCc1nc2ccccc2s1	1	0.4	-3	-5	15	0.9	-0.3	-6	58*	-142
O=C1CN(S(=O)(=O)c2ccc(Cl)cc2)CC(=O)N1CCc1ccccc1	1	1.1	-2	1	3	1	2.6	-3	-6	7
O=C(NCC1CCS(=O)(=O)C1)Oc1ccccc1 (stereo not given)	1	1	-4	-11	-1	1	0.7	-5	-1	14
CCOC(=O)c1ccc(NC(=O)NCCc2ccccc2OC)cc1	1	1	-3	-19	-12	1.1	3.7	-1	3	-27
COc1nc(-c2ccccc2)ccc1-c1noc(-c2ccccc2F)n1	1	0.9	2	-7	4	1	5.6	-4	11	10
Cc1ccccc1OCc1n[nH]c(=S)n1-c1ccccc1	1	1	-3	-4	-10	1.1	1.7	6	-1	-8
CN(C(=O)CCc1nc2ccccc2s1)c1ccccc1	1	1	-4	-8	11	0.9	0.7	-5	-5	9
CCCNC(=O)c1[nH]c(C)c(C(C)=O)c1C	1	0.9	-1	-7	-2	1	1.2	-3	5	1
S=C1NC2(CCCCC2)N=C1c1ccccc1	1	1.1	-2	-25	1	1	3.5	0	-6	-14
C/C(=N\N1CCN(C)CC1)c1ccc(Cl)c(Cl)c1	1	1	-2	-1	-3	1	1.0	81*	-4	8
CCCc1cc(=O)oc2cc(OCc3nn[nH]n3)ccc12	1	1.1	-4	6	8	0.9	0.5	-5	-11	-5
COc1ccc(C)cc1NC(=O)c1ccccc1NS(=O)(=O)c1ccc(Cl)s1	1	1.1	-3	-6	-7	1.1	4.8	8	-7	-19
Cc1nc(-c2ccccc2)sc1C(N)=O	1	1	-3	-11	10	0.9	0.9	-1	2	-17
CCOC(=O)CSc1nc(C)nc2c1sc1nc(C)c(C(C)=O)c(-c3ccc(OC)cc3)c12	1	1	-4	-7	-3	1	4.4	85*	-4	-10

3 entries from above, as labelled records.
CCCNC(=O)c1[nH]c(C)c(C(C)=O)c1C
  TNAP act hiacc = 1
  FLuc stim CS = 0.9
  TNAP inh hi DEA = -1
  TNAP inh noacc = -7
  bIAP inhibitor = -2
  bIAP act = 1
  RAM network inh = 1.2
  Lmaj promast = -3
  FLuc inh counter = 5
  APP transl inh = 1

S=C1NC2(CCCCC2)N=C1c1ccccc1
  TNAP act hiacc = 1
  FLuc stim CS = 1.1
  TNAP inh hi DEA = -2
  TNAP inh noacc = -25
  bIAP inhibitor = 1
  bIAP act = 1
  RAM network inh = 3.5
  Lmaj promast = 0
  FLuc inh counter = -6
  APP transl inh = -14

C/C(=N\N1CCN(C)CC1)c1ccc(Cl)c(Cl)c1
  TNAP act hiacc = 1
  FLuc stim CS = 1
  TNAP inh hi DEA = -2
  TNAP inh noacc = -1
  bIAP inhibitor = -3
  bIAP act = 1
  RAM network inh = 1.0
  Lmaj promast = 81*
  FLuc inh counter = -4
  APP transl inh = 8

(further entries)
Each structure is followed by: TNAP act hiacc	FLuc stim CS	TNAP inh hi DEA	TNAP inh noacc	bIAP inhibitor	bIAP act	RAM network inh	Lmaj promast	FLuc inh counter	APP transl inh
- O=[N+]([O-])c1ccccc1/C=C/C=N/Nc1ccc(S(=O)(=O)Nc2ccc(Cl)cc2)cc1[N+](=O)[O-]
→ 0.8	1	25	34	38	0.6	4.0	67*	-5	-10
- Fc1ccc(CSc2ncnc3sc4c(c23)CCCC4)cc1
→ 1	1.1	-5	-13	37	0.6	5.9	1	-8	-3
- COc1cc(/C=N/N=C2/SCC(=O)N2c2ccc(O)cc2)ccc1O
→ 1	1	-4	-16	-4	1	3.0	16	-4	-4
- CS(=O)(=O)N1N=C(c2ccc3nccnc3c2)CC1c1ccccc1 (stereo not given)
→ 1.1	1	-5	-3	-11	1.1	5.0	2	1	21
- COc1ccccc1NC(=O)CNC(=O)c1ccc([N+](=O)[O-])cc1
→ 1.1	1.1	-5	-5	8	0.9	1.5	-3	-11	-13
- O=C(Nc1ccccc1)N1CCc2ccccc2C1
→ 1	0.7	-4	-2	-1	1	-0.9	2	29	-82
- COc1ccc(-c2cc(C(F)F)n3ncc(C(=O)N4CCN5CCCC5C4)c3n2)cc1 (stereo not given)
→ 1	1.1	-3	-10	7	0.9	0.4	60*	-6	24
